# GIRK2 act = activators of NPY4-receptor-primed GIRK2 channels, summary, cell-based, HEK293, thallium flux | G protein-activated inward rectifier potassium channel 2 (Homo sapiens), P48051 | HEK293 GIRK2/NPY4 cells, thallium flux fluorescence | activation (% efficacy), % for hits at 37.5 µM | 34,000 tested, under 10 active | AID 1259324, 2017;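 active = primary screen hit, no activity in plain HEK293 cells, and in GIRK2-only cells above 5% efficacy rising with concentration; inactive = the rest, including fluorescent compounds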;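 also: efficacy is normalized control-subtracted fluorescence 15 s after thallium addition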
# Target sequence (P48051 whole entry, looked up): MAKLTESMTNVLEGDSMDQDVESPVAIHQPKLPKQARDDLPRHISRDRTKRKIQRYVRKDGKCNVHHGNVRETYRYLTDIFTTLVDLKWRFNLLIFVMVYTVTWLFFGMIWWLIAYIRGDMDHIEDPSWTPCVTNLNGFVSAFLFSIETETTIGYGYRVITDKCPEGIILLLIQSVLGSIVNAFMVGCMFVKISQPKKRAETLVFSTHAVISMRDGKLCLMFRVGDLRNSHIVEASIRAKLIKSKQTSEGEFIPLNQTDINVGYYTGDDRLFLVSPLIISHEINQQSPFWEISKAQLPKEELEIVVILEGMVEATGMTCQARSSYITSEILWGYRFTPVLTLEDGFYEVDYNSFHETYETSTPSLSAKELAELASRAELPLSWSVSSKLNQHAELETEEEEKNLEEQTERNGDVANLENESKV
# Calls only; i = inactive.
SMILES,GIRK2 act
CC1Cc2c(NC(=O)c3cc4ccccc4o3)nn(C)c2NC1=O (configuration not stated),i
NS(=O)(=O)c1ccc(CCNC(=O)c2nnn(-c3ccccc3)c2CSc2ncccn2)cc1,i
COc1coc(C(=O)NCCc2ccccc2)cc1=O,i
O=C(NCCOc1ccc2nnc(-c3ccccc3)n2n1)C(F)(F)F,i
CSCCC(C)(O)CNS(=O)(=O)c1ccc(C(C)C)cc1 (configuration not stated),i
COc1cn2c(cc1=O)C(=O)N(CCNC(=O)c1ccccc1)CC2,i
Cc1c(C(=O)Nc2nc3c(s2)CCCC3)sc2nc(-c3ccccc3)cn12,i
CC(=O)N1CCN(C(=O)Cc2cc(-c3ccc(C)cc3)on2)CC1,i
Cc1cccc(-c2n[nH]n3c2nc(=O)c2ccc(C(=O)N4CCN(c5ccccc5F)CC4)cc23)c1,i
O=[N+]([O-])c1ccc(S(=O)(=O)NCC2COC3(CCCCC3)O2)cc1 (configuration not stated),i
Cc1ccc(Cn2c(=O)c3c(nc4oc(-c5ccc(F)cc5)cn43)n(C)c2=O)cc1,i
NC(=O)c1ccccc1NC(=O)c1ccc(=O)n(Cc2ccc(F)cc2)n1,i
COc1ccc(CCS(=O)(=O)Nc2ccc(CC(=O)N3CCOCC3)cc2)cc1,i
O=C(/C=C/c1ccco1)N1CCC(c2ccsc2)CC1,i
Cc1cc(N2CCN(c3ccccc3F)CC2)nc(-n2cc([N+](=O)[O-])cn2)n1,i
CN1CCN(NC(=O)c2nc(-c3cnccn3)no2)CC1,i
CCc1nc2sc(C(c3ccc(Cl)cc3)N3CCCCC3)c(O)n2n1 (configuration not stated),i
O=C(CN1C(=O)CCC1=O)Nc1ccc2c(c1)CN(C(=O)c1cccs1)CC2,i
Cc1cc(O)c(C(c2ccco2)c2c(O)cc(C)n(C)c2=O)c(=O)n1C,i
CC(O)(CNC(=O)c1cc(Br)ccc1Cl)c1ccccc1 (configuration not stated),i

# Part of the list above, as tab-separated lines.
Molecule	GIRK2 act
CSCCC(C)(O)CNS(=O)(=O)c1ccc(C(C)C)cc1 (configuration not stated)	i
COc1cn2c(cc1=O)C(=O)N(CCNC(=O)c1ccccc1)CC2	i
Cc1c(C(=O)Nc2nc3c(s2)CCCC3)sc2nc(-c3ccccc3)cn12	i
CC(=O)N1CCN(C(=O)Cc2cc(-c3ccc(C)cc3)on2)CC1	i
Cc1cccc(-c2n[nH]n3c2nc(=O)c2ccc(C(=O)N4CCN(c5ccccc5F)CC4)cc23)c1	i
O=[N+]([O-])c1ccc(S(=O)(=O)NCC2COC3(CCCCC3)O2)cc1 (configuration not stated)	i
Cc1ccc(Cn2c(=O)c3c(nc4oc(-c5ccc(F)cc5)cn43)n(C)c2=O)cc1	i
NC(=O)c1ccccc1NC(=O)c1ccc(=O)n(Cc2ccc(F)cc2)n1	i
COc1ccc(CCS(=O)(=O)Nc2ccc(CC(=O)N3CCOCC3)cc2)cc1	i
O=C(/C=C/c1ccco1)N1CCC(c2ccsc2)CC1	i
Cc1cc(N2CCN(c3ccccc3F)CC2)nc(-n2cc([N+](=O)[O-])cn2)n1	i
CN1CCN(NC(=O)c2nc(-c3cnccn3)no2)CC1	i
CCc1nc2sc(C(c3ccc(Cl)cc3)N3CCCCC3)c(O)n2n1 (configuration not stated)	i
O=C(CN1C(=O)CCC1=O)Nc1ccc2c(c1)CN(C(=O)c1cccs1)CC2	i
Cc1cc(O)c(C(c2ccco2)c2c(O)cc(C)n(C)c2=O)c(=O)n1C	i
CC(O)(CNC(=O)c1cc(Br)ccc1Cl)c1ccccc1 (configuration not stated)	i

# (next part)
SMILES,GIRK2 act
O=C(COc1ncccn1)N1CCN(c2ccc(Nc3ccccn3)nn2)CC1,i
COCCNC(=O)Cc1ccc(NC(=O)C23CC4CC(CC(C4)C2)C3)cc1,i
COC(=O)c1ccc(C(=O)Nc2nc(-c3cc4ccc(OC)cc4o3)cs2)cc1,i
O=C(CCS(=O)(=O)c1ccccc1)NCC(c1cccs1)N1CCOCC1 (configuration not stated),i
Cc1cc(CN2CCC(CNC(=O)C(=O)Nc3ccccc3C#N)CC2)c(C)o1,i
COc1ccc(S(=O)(=O)Nc2nc(C(=O)Nc3ccc(F)c(Cl)c3)cs2)cc1,i
Cc1ccc(C2C(C(=O)c3cc4ccccc4o3)=C(O)C(=O)N2CCCN(C)C)cc1 (configuration not stated),i
C=CCc1ccccc1OCC(O)CN1CCN(c2ccccc2F)CC1 (configuration not stated),i
O=C(Nc1cc(C(F)(F)F)ccc1Cl)c1ccc(=O)n(Cc2cccc([N+](=O)[O-])c2)c1,i
COC(=O)N1CCC(CNC(=O)C(=O)NCCC2=CCCCC2)CC1,i
O=C(NCCN1CCn2cc(OCc3ccccc3)c(=O)cc2C1=O)c1ccccc1F,i
COc1ccc2cc(CNc3ccc(C)cc3)c(=O)n(CC(=O)Nc3ccc(C)cc3Cl)c2c1,i
COc1ccc(C)cc1NC(=O)C(=O)NCC1CCN(C(=O)c2ccccc2F)CC1,i
COc1ccc(S(=O)(=O)CCCC(=O)Nc2ccc3sccc3c2)cc1,i
O=C(NCCCn1nc(-c2ccccc2)ccc1=O)Nc1cccc(C(F)(F)F)c1,i
O=C(NCC1(c2cccs2)CCCC1)c1c(F)cccc1F,i
O=C(/C=C/c1ccccc1)NCC(O)Cc1ccccc1 (configuration not stated),i
CC(O)(CNC(=O)Cc1cccs1)C1CC1 (configuration not stated),i
CC(C)CCNC(=O)CSc1ncc(S(=O)(=O)c2cccs2)c(N)n1,i
COc1ccccc1Cc1noc(C2CN(C(=O)/C=C/c3cccs3)C2)n1,i
O=C(NCC1CCN(C(=O)Nc2ccc(F)cc2)CC1)C(=O)Nc1ccc(OC(F)(F)F)cc1,i
CC(=O)N1CCc2ccc(NC(=O)c3ccno3)cc21,i
CC(C)(C)n1nc2c(c1NC(=O)C(=O)NCc1ccccn1)CSC2,i
O=C(NCC(c1ccc(F)cc1)N1CCOCC1)C(=O)Nc1ccc2c(c1)OCO2 (configuration not stated),i
COc1ccc(C(=O)Nc2ccc(CC(=O)N3CCC(O)CC3)cc2)c(OC)c1,i
Cc1nc2ccccc2n1CC1CCN(S(=O)(=O)C2CC2)CC1,i
O=C(CCS(=O)(=O)c1ccc(Cl)cc1)Nc1nnc(-c2ccc(Br)s2)o1,i
O=c1ccc(-c2cccnc2)nn1CCNS(=O)(=O)c1ccc(OC(F)(F)F)cc1,i
NC(=O)c1csc(NC(=O)Nc2ccccc2C(F)(F)F)n1,i
O=C(CSC1=NS(=O)(=O)c2ccccc2N1)NC1CCCCC1,i
CSc1ncccc1C(=O)N1CCC(CNC(=O)c2snnc2C)CC1,i
COc1ccc(OC)c2sc(N(CCN3CCOCC3)C(=O)c3ccn(C)n3)nc12,i
CCSc1n[nH]c(N)c1S(=O)(=O)c1ccccc1,i
Cc1cc(NC(=O)c2ccc(S(=O)(=O)N3CCOCC3)cc2)n(C)n1,i
O=C(CN1CCC(c2nnc(C3CC3)o2)CC1)NCC1CCCO1 (configuration not stated),i
COc1cccc(OC)c1C(=O)NCC(c1cccs1)N(C)C (configuration not stated),i
Cc1ccnc(NC(=O)NCCCSc2nnc(-c3ccccc3)o2)n1,i
Cc1cc(CN2CCC(CNS(=O)(=O)Cc3ccccc3Cl)CC2)c(C)o1,i
CCc1nc2sc(C(c3ccc(F)c(F)c3)N3CCCCC3)c(O)n2n1 (configuration not stated),i
CNC(=O)/C(C#N)=C1\SC(Cc2ccc(OC)cc2)C(=O)N1c1cccc(OC)c1 (configuration not stated),i
Cc1cc(OCC(O)CN2CCN(Cc3ccccc3)CC2)ccc1Cl (configuration not stated),i
O=S(=O)(c1cccc(F)c1)N1CCN(Cc2ccccc2)CC1,i
O=C(NCc1ccsc1)C1CC(=O)N(c2ccccc2)C1 (configuration not stated),i
COc1ccc(CCS(=O)(=O)NCC2CCN(Cc3cccs3)CC2)cc1,i
COCC(C)(O)CNC(=O)/C=C/c1ccccc1Cl (configuration not stated),i
COc1cn(-c2ccc(F)cc2)nc1C(=O)Nc1cccc(NC(C)=O)c1,i
COCCNC(=O)C(=O)Nc1cccc(N2CCCCC2=O)c1,i
COc1ccc(Cl)cc1S(=O)(=O)NCC1CCN(C(=O)Nc2ccc(F)cc2)CC1,i
O=C(Nc1ccc2c(c1)OCCO2)C(=O)NC(c1ccccc1)c1ccccc1,i
CC1CCN(c2ccc(N3CCN(C(=O)c4cccs4)CC3)nn2)CC1,i
Cc1ccc(CN2N=NC3C(=O)N(c4ccc(C)c(C)c4)C(=O)C32)cc1 (configuration not stated),i
Cc1nc2ccccc2c(=O)n1-c1ccc(NC(=O)COc2ccc3c(c2)OCO3)cc1,i
CCC/C(O)=C(\C#N)c1nc2ccccc2[nH]1,i
CCCCOc1ccc(C(=O)N2CCN(c3nccn3C)CC2)cc1,i
O=C(Nc1cc2c3c(c1)CC(=O)N3CCC2)c1cnccn1,i
CCc1ccc(Oc2cc(N3CCC(C(=O)NCc4ccccc4F)CC3)ncn2)cc1,i
COc1ccc(NC(=O)CN2CCC(C)CC2)cc1,i
CCCCNC(=O)C(=O)Nc1c2c(nn1-c1ccc(F)cc1)CS(=O)(=O)C2,i
COc1ccccc1CCNC(=O)c1csc(-c2cnccn2)n1,i
COC(=O)c1ccsc1NC(=O)CS(=O)(=O)Cc1ccccc1,i

# Following part.
SMILES,GIRK2 act
CC(C)c1nc(-n2cccc2)sc1C(=O)NCc1ccc(F)cc1,i
O=C(Nc1ccc(S(=O)(=O)Nc2ncccn2)cc1)C1CN(C(=O)c2cccs2)C1,i
COc1ccc(-c2cc(C(=O)NC3CC3)c3c(C)nn(C4CCS(=O)(=O)C4)c3n2)cc1 (configuration not stated),i
CNC(=O)Cc1ccc(NS(=O)(=O)c2ccc(F)c(Cl)c2)cc1,i
CCOC(CNC(=O)C(=O)Nc1c2c(nn1-c1ccc(C)cc1C)CSC2)OCC,i
COc1cc(NS(=O)(=O)CCc2ccccc2)ccc1N1CCCC1=O,i
Cn1cccc1C(CNC(=O)C(=O)NCc1ccc(F)cc1)N1CCOCC1 (configuration not stated),i
Cc1cc(C(=O)N2CC(c3nc(-c4cccc(C(F)(F)F)c4)no3)C2)no1,i
NC(=O)Cn1nnn(-c2ccc(NS(=O)(=O)c3cccc(C(F)(F)F)c3)cc2)c1=O,i
CCOC(=O)C1CCCN(S(=O)(=O)CCCOc2ccc3c(c2)OCO3)C1 (configuration not stated),i
CCOc1cc(C)c(C(C)C)cc1S(=O)(=O)n1cccn1,i
O=C(COc1ccccc1)NCC1CCN(Cc2ccsc2)CC1,i
O=C(NCC1CCN(C(=O)c2cc3ccccc3o2)CC1)C(=O)Nc1ccon1,i
O=C(Nc1nnc(Cc2cccs2)o1)c1ccco1,i
Cc1nnsc1C(=O)Nc1ccc2c(c1)CN(C(=O)C1CC1)CC2,i
Cc1nnc(NC(=O)CCCOc2ccc(C(C)(C)C)cc2)s1,i
COc1ccc(Nc2c(C#N)cnc3ccc(Cl)cc23)cc1OC,i
COCCCn1c(N)c(S(=O)(=O)c2cc(C)ccc2C)c2nc3ccccc3nc21,i
Cc1cc(S(=O)(=O)N2CCN(c3ccc4nnc(C5CC5)n4n3)CC2)ccc1F,i
O=S(=O)(c1cccs1)N1CCC(c2nc(-c3ccccc3Cl)no2)CC1,i
COC(=O)c1ccc(CSc2ncnc3c2nnn3C)o1,i
CCc1ccc(NCc2cc3cc4c(cc3n(CC(=O)Nc3ccc(OC)cc3)c2=O)OCCO4)cc1,i
O=C(CCn1cnc2c(cnn2-c2ccccc2)c1=O)Nc1ccc2c(c1)OCCO2,i
COc1ccc(CCNC(=O)c2cnc3c(c(C)nn3-c3ccc(F)cc3)c2Cl)cc1OC,i
CCCCc1ccc(-n2c(-c3ccccc3)cn3c4c(=O)n(CC(N)=O)c(=O)n(C)c4nc23)cc1,i
O=C(CSc1nnc2c(=O)n(Cc3ccc(F)cc3)ccn12)NCC1CCCO1 (configuration not stated),i
CSCCC(C)(O)CNC(=O)c1cccc(Cl)c1 (configuration not stated),i
O=C(NCCCn1nc(-c2ccc(Cl)cc2)ccc1=O)Nc1ccc2c(c1)OCO2,i
O=C(Nc1ccc(F)c([N+](=O)[O-])c1)c1ccc(N2CCCCS2(=O)=O)cc1,i
O=C(NCCC(O)c1cccs1)c1cc2ccccc2oc1=O (configuration not stated),i
O=C1Cc2cc(NC(=O)Nc3cccs3)ccc2N1,i
Cc1cccc(OCCCC(=O)NCCc2ccccc2)c1,i
O=S(=O)(/C=C/c1ccccc1)NCC1CCN(c2ncccn2)CC1,i
CS(=O)(=O)N1CCC(CNC(=O)Nc2cccs2)CC1,i
COc1cc(NC(=O)c2n[nH]c3ccccc23)cc(OC)c1OC,i
Cc1cn2c3c(=O)n(C)c(=O)n(C)c3nc2n1-c1ccccc1OCCN1CCOCC1,i
Cc1ccc(-c2ccc(N3CCN(C(=O)C(C)C)CC3)nn2)c(C)c1,i
CC(C)n1nccc1-c1nnc(NC(=O)CCCSc2ccc(F)cc2)o1,i
CSc1ncccc1C(=O)N1CCC(CNS(C)(=O)=O)CC1,i
Cn1cccc1C(CNC(=O)c1c(F)cccc1F)N1CCOCC1 (configuration not stated),i
CCOC(=O)N1CCN(C(=O)CSc2ccc(NC(=O)c3cccs3)nn2)CC1,i
CCCCOc1ccc(/C=C/C(=O)Nc2ccc(OC)cc2OC)cc1,i
Cn1cccc1C(CNC(=O)CCc1ccccc1)N1CCc2ccccc2C1 (configuration not stated),i
Cc1ccc(S(=O)(=O)N(Cc2cccc(C(F)(F)F)c2)C(=O)N2CCN(C)CC2)cc1,i
CCOc1ccc(-c2cc3c(=O)n(Cc4nc(-c5ccc(Br)cc5)no4)ncn3n2)cc1,i
O=C(c1nnn(-c2ccccc2Cl)c1-c1ccncc1)N1CCN(c2ccc(F)cc2)CC1,i
COc1ccc(C2CC(c3cccs3)=NN2C(=O)CSc2nnc(-c3ccncc3)o2)cc1 (configuration not stated),i
Cc1cc(NC(=O)c2ccc(Cc3ccccc3)cc2)n(C)n1,i
CCOc1ccc(-c2ccc(N3CCN(C(=O)c4cccs4)CC3)nn2)cc1,i
Cc1ccc2nc3c(cc(C(=O)NCC(=O)OC(C)C)n3Cc3ccccc3)c(=O)n2c1,i
CC(=O)c1ccc(NC(=O)c2nnn(-c3ccc(Cl)cc3)c2N)cc1,i

# Screens from PubChem BioAssay.

# Only part of the results is shown; the hit share may differ from the screen's.
